S aureus QS inh: S. aureus quorum sensing inhibition. AID 527. actives 0.3% (n = 24,000). inhibition, % at 2 µM. S. aureus RN6390 RNAIII-GFP reporter, AIP-induced, flow cytometry 3 h;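 active means share of bacteria positive for the green fluorescent reporter and its mean brightness both inhibited by 50% or more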;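 further: 0% = AIP-stimulated control and 100% = unstimulated bacteria without AIP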
S aureus QS inh GFP MFI %: also measured in S aureus QS inh; calls as there; inhibition, %; measured here: inhibition of GFP MFI
An asterisk follows results filed as active. A portion of the library (hit frequency here may not be typical).

[1] COc1ccc(N2C(=O)CC(N3CC=C(c4ccccc4)CC3)C2=O)cc1 (stereo unspecified)
[2] CC(C(=O)N1CCC2(CC1)OCCO2)C1Sc2ccccc2NC1=O (stereo unspecified)
[3] O=C(CN1CC(c2ccccc2)CC1=O)Nc1ccc(F)cc1 (stereo unspecified)
[4] CCOc1ccc(Br)c(C2(O)CC(C)N(C)CC2C)c1 (stereo unspecified)
[5] O=C(CCCOc1ccc(Cl)cc1Cl)N1CCC2(CC1)OCCO2
[6] CC(=O)c1cccc(NC2=NCC(C)S2)c1 (stereo unspecified)
[7] O=C(C1CCCN(c2nnc(-n3cccc3)s2)C1)N1CCC2(CC1)OCCO2 (stereo unspecified)
[8] O=c1[nH]c2ccccc2n1C1CCN(CCCC(c2ccc(F)cc2)c2ccc(F)cc2)CC1
[9] CSc1ccc(CNC2CN3CCC2CC3)cc1 (stereo unspecified)
[10] Cc1oc(-c2ccc(Cl)cc2)nc1CS(=O)CC(=O)N1CCC2(CC1)OCCO2 (stereo unspecified)

| Screen / compound no. | 1 | 2 | 3 | 4 | 5 | 6 | 7 | 8 | 9 | 10 |
| --- | --- | --- | --- | --- | --- | --- | --- | --- | --- | --- |
| S aureus QS inh | -5.8 | 1.6 | -1.1 | 3.4 | 0.1 | 3.9 | -2.8 | 8.4 | -1.5 | -1.5 |
| S aureus QS inh GFP MFI % | -8.9 | 7.8 | 3.8 | 7.4 | 6.3 | 12.1 | 1.2 | 27.2 | -4.1 | -2.8 |

Continued; the last 4 above are carried over.
[7] O=C(C1CCCN(c2nnc(-n3cccc3)s2)C1)N1CCC2(CC1)OCCO2 (stereo unspecified)
[8] O=c1[nH]c2ccccc2n1C1CCN(CCCC(c2ccc(F)cc2)c2ccc(F)cc2)CC1
[9] CSc1ccc(CNC2CN3CCC2CC3)cc1 (stereo unspecified)
[10] Cc1oc(-c2ccc(Cl)cc2)nc1CS(=O)CC(=O)N1CCC2(CC1)OCCO2 (stereo unspecified)
[11] COc1ccc(CN2CCN(C(=O)Cc3ccccc3)CC2)c(OC)c1
[12] O=C(Cn1ncc2c3ccccc3n(Cc3ccccc3)c2c1=O)N1CCC2(CC1)OCCO2
[13] COc1cccc(C2=NOC(C(=O)N3CCC4(CC3)OCCO4)C2)c1 (stereo unspecified)
[14] CCOC(=O)c1cccc([P+](=O)O)c1
[15] O=C(c1ccc2c(=O)n(Cc3ccc4c(c3)OCO4)c(=S)[nH]c2c1)N1CCC2(CC1)OCCO2
[16] COc1cc(C2NCc3ccccc3-n3cccc32)ccc1O (stereo unspecified)
[17] Oc1ccc(CC2CC3CCN2CC3)cc1O (stereo unspecified)
[18] CC1OC(NCCc2ccccc2)C(O)C(O)C1O (stereo unspecified)
[19] Cc1ccc(CS(=O)(=O)Cc2ccc(C(=O)N3CCC4(CC3)OCCO4)o2)cc1
[20] Cc1nc2cc(-c3ccc(Cl)cc3)nn2c(C)c1CCC(=O)N1CCC2(CC1)OCCO2

| Screen / compound no. | 7 | 8 | 9 | 10 | 11 | 12 | 13 | 14 | 15 | 16 | 17 | 18 | 19 | 20 |
| --- | --- | --- | --- | --- | --- | --- | --- | --- | --- | --- | --- | --- | --- | --- |
| S aureus QS inh | -2.8 | 8.4 | -1.5 | -1.5 | 5.3 | 4.1 | -0.1 | -0.2 | 2.7 | -3.9 | -4.6 | 0.1 | 4.0 | -7.3 |
| S aureus QS inh GFP MFI % | 1.2 | 27.2 | -4.1 | -2.8 | -0.6 | 12.7 | 2.2 | -0.4 | 7.9 | -14.4 | -12.1 | 21.8 | 16.7 | -13.6 |

[21] O=C(CCCCCn1c(=S)[nH]c2ccccc2c1=O)N1CCC2(CC1)OCCO2
[22] COc1ccc(Oc2cc(NC(=O)c3nn(C)cc3[N+](=O)[O-])cc([N+](=O)[O-])c2)cc1
[23] N#Cc1ccccc1Cn1cc(C(=O)c2ccco2)c2ccccc21
[24] Cc1ccc(S(=O)(=O)N2CCCC(C(=O)N3CCC4(CC3)OCCO4)C2)cc1 (stereo unspecified)
[25] C[N+]1(C)[C@@H]2CC[C@H]1CC(OC(=O)C(CO)c1ccccc1)C2 (stereo partly specified)
[26] Cc1ccc2nc(N3CCC(C(=O)N4CCC5(CC4)OCCO5)CC3)sc2c1
[27] O=C(c1cc2cc3ccc(Cl)cc3nc2o1)N1CCC2(CC1)OCCO2
[28] CC1CCCCN1CC(=O)c1ccc2cc[nH]c2c1 (stereo unspecified)
[29] CC(C)(C)P(=O)(c1ccncc1)N1CCCC1 (stereo unspecified)
[30] O=C(c1cc(-c2cccnc2)nc2ccccc12)N1CCC2(CC1)OCCO2

| Screen / compound no. | 21 | 22 | 23 | 24 | 25 | 26 | 27 | 28 | 29 | 30 |
| --- | --- | --- | --- | --- | --- | --- | --- | --- | --- | --- |
| S aureus QS inh | -1.4 | 0.2 | -0.2 | 0.9 | -0.8 | -0.9 | -1.4 | -0.8 | -3.9 | 0.2 |
| S aureus QS inh GFP MFI % | 10.5 | 7.4 | 2.1 | -0.3 | -3.7 | -30.1 | 17.9 | -0.1 | -5.8 | 2.3 |

[31] O=C(CN1CCOCC1)c1ccc2cc[nH]c2c1
[32] O=C(Cc1ccccc1)OC(COCc1ccccc1)CN1CCOCC1 (stereo unspecified)
[33] O=C(CN1CC(c2ccccc2)CC1=O)Nc1cccc(F)c1 (stereo unspecified)
[34] O=c1c2ccccc2nc(CSc2ncnc3nc[nH]c23)n1-c1ccccc1
[35] Cc1cnn(C2CCN(C)CC2)c1N
[36] O=C(c1cc(-c2ccccc2)nc2ccccc12)N1CCC2(CC1)OCCO2
[37] CN1C(=O)N(C)C(=O)C2(Cc3ccccc3N3CCOCC32)C1=O (stereo unspecified)
[38] CN1C(=O)C(Cc2cccc3ccccc23)C(=O)N(C)C1=O
[39] Cc1sc2ncn(CC(=O)NCC(=O)N3CCC4(CC3)OCCO4)c(=O)c2c1C

| Screen / compound no. | 31 | 32 | 33 | 34 | 35 | 36 | 37 | 38 | 39 |
| --- | --- | --- | --- | --- | --- | --- | --- | --- | --- |
| S aureus QS inh | 30.4 | -1.2 | 1.2 | -2.2 | -0.6 | -0.2 | -4.9 | -0.9 | -3.8 |
| S aureus QS inh GFP MFI % | 39.6 | -3.3 | 32.0 | -17.2 | -3.2 | 17.4 | -23.0 | 1.0 | -14.3 |

Quoted from above: entries 35 to 39
[35] Cc1cnn(C2CCN(C)CC2)c1N
[36] O=C(c1cc(-c2ccccc2)nc2ccccc12)N1CCC2(CC1)OCCO2
[37] CN1C(=O)N(C)C(=O)C2(Cc3ccccc3N3CCOCC32)C1=O (stereo unspecified)
[38] CN1C(=O)C(Cc2cccc3ccccc23)C(=O)N(C)C1=O
[39] Cc1sc2ncn(CC(=O)NCC(=O)N3CCC4(CC3)OCCO4)c(=O)c2c1C

| Screen / compound no. | 35 | 36 | 37 | 38 | 39 |
| --- | --- | --- | --- | --- | --- |
| S aureus QS inh | -0.6 | -0.2 | -4.9 | -0.9 | -3.8 |
| S aureus QS inh GFP MFI % | -3.2 | 17.4 | -23.0 | 1.0 | -14.3 |

Source: PubChem (NMMLSC)
